GPR151 ag: activators of human GPR151, primary screen, cell-based, PathHunter beta-arrestin, luminescence. PathHunter beta-arrestin GPR151 cells. activation, % at 11.2 µM. actives 1% (n = 650,000). AID 1508602, 2020; in the data active = activation above about 4.9%;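 also: 0% = median of compound wells and 100% = cells with positive control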
Target sequence (Q8TDV0 whole entry, looked up): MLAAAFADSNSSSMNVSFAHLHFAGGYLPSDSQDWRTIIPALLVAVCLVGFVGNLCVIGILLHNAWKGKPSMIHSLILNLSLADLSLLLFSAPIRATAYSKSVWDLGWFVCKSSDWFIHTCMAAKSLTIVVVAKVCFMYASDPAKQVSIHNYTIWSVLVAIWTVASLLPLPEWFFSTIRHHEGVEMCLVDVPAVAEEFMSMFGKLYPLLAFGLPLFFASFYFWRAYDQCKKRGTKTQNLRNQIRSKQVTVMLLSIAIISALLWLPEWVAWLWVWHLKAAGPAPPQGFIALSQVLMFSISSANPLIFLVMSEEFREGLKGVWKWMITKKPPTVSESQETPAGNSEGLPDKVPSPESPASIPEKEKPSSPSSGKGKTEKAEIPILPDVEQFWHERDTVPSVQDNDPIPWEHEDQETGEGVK
TEAD-YAP block: TEAD-YAP interaction inhibition, primary screen, TEAD-YAP interaction inhibitor project, luminescence, HEK-TIYL cells. inhibition, % at 9.12 µM. AID 1259422, 2018. actives 1.4% (n = 640,000). TEAD-Gal4/YAP UAS-luciferase luminescence; in the data active = inhibition above about 32%;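 also: 0% = median of test compound wells and 100% = reference inhibitor wells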
FBW7 activator: FBW7 E3 ligase activators, primary screen, biochemical, AlphaScreen, human. F-box/WD repeat-containing protein 7 (Homo sapiens), Q969H0. AlphaScreen FBW7–phospho-cyclin E peptide binding, activator screen. actives 0.13% (n = 650,000). normalized activity (activation), % at 26.1 µM; in the data active = normalized activity above about 1.9%;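 also: purified mutant Fbw7 with reduced substrate affinity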
Target sequence (Q969H0 whole entry, looked up): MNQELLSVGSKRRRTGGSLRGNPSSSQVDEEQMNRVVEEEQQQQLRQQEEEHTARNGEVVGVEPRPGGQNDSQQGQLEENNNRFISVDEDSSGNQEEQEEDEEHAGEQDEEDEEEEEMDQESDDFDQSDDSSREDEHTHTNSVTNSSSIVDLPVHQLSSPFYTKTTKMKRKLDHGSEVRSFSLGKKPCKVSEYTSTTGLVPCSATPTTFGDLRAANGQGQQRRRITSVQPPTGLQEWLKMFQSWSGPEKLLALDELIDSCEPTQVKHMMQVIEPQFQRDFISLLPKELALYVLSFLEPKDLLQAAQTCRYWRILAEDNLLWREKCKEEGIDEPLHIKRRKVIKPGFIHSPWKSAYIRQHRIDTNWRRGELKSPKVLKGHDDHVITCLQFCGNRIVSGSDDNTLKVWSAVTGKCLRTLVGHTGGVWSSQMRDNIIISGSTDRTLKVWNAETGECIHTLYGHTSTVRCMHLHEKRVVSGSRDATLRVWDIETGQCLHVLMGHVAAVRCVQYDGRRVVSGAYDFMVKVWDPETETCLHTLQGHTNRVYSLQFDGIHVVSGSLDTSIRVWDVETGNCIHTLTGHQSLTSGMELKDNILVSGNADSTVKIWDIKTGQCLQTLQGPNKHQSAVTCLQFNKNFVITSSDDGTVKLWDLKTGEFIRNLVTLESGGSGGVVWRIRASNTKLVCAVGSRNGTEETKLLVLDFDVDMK
MITF inh: MITF inhibitors, primary screen, biochemical, AlphaScreen, human. Microphthalmia-associated transcription factor (Homo sapiens), O75030. AlphaScreen MITF homodimerization, bead proximity signal. inhibition, % at 2.6 µM. actives 0.91% (n = 650,000). AID 1259374, 2018; in the data active = inhibition above about 50%;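 also: 0% = vehicle wells with protein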
An asterisk follows results filed as active; · = not tested or not shown; & = joins results of further samples. An unsorted share of the library (roughly 3.4% active in at least one column).

SMILES	GPR151 ag	TEAD-YAP block	FBW7 activator	MITF inh
O=C1NC(=S)N/C1=C/c1ccc(I)cc1	-1.7	6	0.3	14
O=C(Nc1ccc(C(=O)N2CCCCC2)cc1)c1ccc([N+](=O)[O-])cc1	3.3	6	0.1	8
CCN1C(=O)C(CC(=O)Nc2ccc(C(=O)OC)cc2)N(CCc2ccc(OC)c(OC)c2)C1=S (stereo not given)	0.7	10	0.1	19
CCCCS/C(=C(/C#N)C(N)=O)c1cc2c([nH]1)CCCC2	-0.4	8	0.1	8
Cc1ccc(-n2ncc3c(=O)n(CC(=O)OCc4ccccc4)cnc32)cc1	0.1	0	0.2	5
COCCNC(=O)CN1C(=O)/C(=C\c2cccc(Cl)c2)Sc2ccccc21	-0.3	-1	1.6	17
O=C(O)CCCc1nc2ccc([N+](=O)[O-])cc2[nH]1	0.7	1	-0.2	-6
COc1cccc(N=c2c([N+](=O)[O-])nn(-c3ccccc3)n2O)c1	0.0	-4	-0.3	0
CCCCCCN1C(=O)C(O)=C(C(C)=O)C1c1ccccc1[N+](=O)[O-] (stereo not given)	-1.1	10	1.2	19
C=CCOC(=O)C1=C(C)NC(=S)NC1c1cn(-c2ccccc2)nc1-c1ccc(Cl)cc1 (stereo not given)	0.3	-24	0.0	10
CC[C@@H](Cn1ncc2ccccc2c1=O)NC(=O)CC1CCCC1	-0.7	-8	0.4	13
CN1CCN(C(=O)C2(NC(=O)NCc3ccccc3)CCCCC2)CC1	0.5	0	0.4	12
Cc1cc(=O)nc2c3ccccc3n(CC(=O)NCc3cccs3)n12	0.8	-5	0.2	-2
O=C(Nc1ccc(I)cc1)c1cc(Cl)ccc1[N+](=O)[O-]	-0.7	13	0.2	0
COc1cc(NC(=O)c2ccc(N3CCOCC3)c([N+](=O)[O-])c2)ccc1NC(=O)C(C)C	-0.6	-8	0.4	2
CCOC(=O)c1[nH]c(C)c(C(=O)NCCCN(CC)c2cccc(C)c2)c1C	0.4	-3	-0.1	19
c1ccn2cc(CN3CCCCC3)nc2c1	-0.4	4	0.0	82*
CCC(C)(C)NC(=O)Cn1[nH]c(=O)c2ccccc2c1=O	2.7	-10	-0.1	-4
CN(c1ccc(Br)cc1)S(=O)(=O)c1ccc2[nH]cc(C(=O)N3CCOCC3)c(=O)c2c1	-0.2	-3	0.4	11
CCOC(=O)c1sc(NC(=O)CSc2nnc(CNC(=O)c3ccc(C)c(C)c3)n2-c2ccc(F)cc2)c(C(=O)OCC)c1C	3.6	-4	0.1	-6
O=C(Nc1c(C(=O)O)oc2ccc(Br)cc12)c1ccccc1	-0.1	9	-0.1	-1
COc1ccc(N2CCN(Cn3nnc(-c4ccccc4)n3)CC2)cc1	-1.6	-15	-0.1	4
CC(C)(C#N)C(OC(=O)c1ccc([N+](=O)[O-])cc1)c1ccccc1 (stereo not given)	-0.7	-5	0.7	4
COc1ccc(OCC(O)Cn2c(C)[n+](C)c3ccccc32)cc1 (stereo not given)	2.3	2	0.1	-8
COc1cc([N+](=O)[O-])ccc1NC(=O)N1CCN(S(C)(=O)=O)CC1	-1.4	8	0.0	7
CCc1ccc(OCC2c3cc(OC)c(OC)cc3CCN2C(=O)c2ccc([N+](=O)[O-])cc2)cc1 (stereo not given)	-0.3	-8	-0.1	-8
CCn1c2ccccc2c2cc(NC(=O)c3ccc(Cl)c([N+](=O)[O-])c3)ccc21	2.9	0	0.1	1
COc1ccc(NC(=O)C2C3NC(=S)N(c4ccc(F)cc4)C2(C)Oc2ccc(Cl)cc23)cc1 (stereo not given)	-0.5	-2	-0.2	3
CN(C)c1cccc(C(=O)N2CCc3nc(N4CCCC4)[nH]c(=O)c3C2)c1	-0.4	-12	-0.1	1
Cc1cc(C(=O)CSc2nnc(Nc3ccccc3F)s2)c(C)n1C	-0.8	-11	0.0	3
CC12CCC(C/C1=N/NC(=O)c1ccccc1OCC(=O)Nc1ccccc1F)C2(C)C (stereo not given)	-0.9	-11	-0.1	-5
CCOc1ccc(Nc2ncnc3c2cnn3-c2ccc(C)cc2)cc1	0.3	2	0.6	4
Cc1ccc(N2C(=NC(=O)c3cccc([N+](=O)[O-])c3)SC3CS(=O)(=O)CC32)cc1 (stereo not given)	1.3	-2	0.0	7
OCCOCCNc1ncnc2c1c(-c1ccccc1)cn2-c1ccccc1	-0.1	5	-0.1	0
O=C1CS(=O)(=O)C(c2ccccc2[N+](=O)[O-])N1c1ccc(Oc2ccc(Cl)cc2)cc1 (stereo not given)	-0.2	12	-0.3	-15
CN(Cc1ccccc1)c1nc(Cc2ccccc2)nc2sc3c(c12)CCCC3	-0.3	-9	0.3	11
Cn1nnnc1SCc1csc(-c2ccccc2)n1	1.7	-38	-0.2	7
NCCC(=O)N1c2ccccc2Sc2ccc(Cl)cc21	0.6	-16	-0.1	4
CCC(C(=O)O)n1c2ccccc2c2cn[nH]c(=O)c21 (stereo not given)	0.6	11	-0.1	6
COc1ccc(OC)c(S(=O)(=O)NCc2ccccc2)c1	-0.2	8	0.0	1
NC(=O)c1c(NC2=NS(=O)(=O)c3ccccc32)sc2c1CCCC2	0.6	-12	-0.5	3
O=C(c1nc2sccn2c1CN1CCCC(c2ccccc2)C1)N1CCCC1 (stereo not given)	-0.1	2	0.1	10
CC(C)(C)c1ccc(C2=N/C(=C\c3ccc(OC(=O)c4cccc([N+](=O)[O-])c4)cc3)C(=O)O2)cc1	-0.9	-4	-0.1	-7
N#CC1=C2SCN(c3ccccc3)CN2C(=O)CC1c1cccs1 (stereo not given)	-1.6	2	0.3	7
COc1ccccc1-c1[nH]ncc1C=O	0.0	11	0.3	14
CCCNC(=O)C(CC)n1ncn2c(cc3occc32)c1=O (stereo not given)	-0.1	2	0.0	3
COc1cc(Nc2nc3ncnc(NCCO)c3[nH]2)cc(OC)c1OC	-0.8	7	-0.2	8
COCCNC(=O)c1ccc(CSc2ccc(Cl)cc2)cc1	0.9	-4	-0.1	0
O=S(=O)(Nc1ccc2oc3c(c2c1)CCCC3)c1cc(Cl)ccc1Cl	0.9	-5	0.2	-4
O=C(CNS(=O)(=O)c1ccccc1)OCc1ccc([N+](=O)[O-])cc1	-0.5	8	-0.1	0

(next part)
SMILES	GPR151 ag	TEAD-YAP block	FBW7 activator	MITF inh
Cc1nc2n(CC(=O)c3cccs3)c3ccccc3n2n1	-0.6	18	-0.1	8
Oc1cc(O)cc(/C=C/c2ccc(O)c(O)c2)c1	-4.1&-3.8	13&-2	-0.2&-0.1	3&17
O=C1CS/C(=N\N=C\c2cccc(Cl)c2Cl)N1	-0.1	0	0.8	17
COC(=O)C(NC(=O)C(N)Cc1c[nH]c2ccccc12)C(C)C (stereo not given)	0.1	-2	0.3	7
Fc1ccc(-c2n[nH]c(=S)n2Cc2ccco2)cc1	-0.2	13	-0.1	-8
O=C(Nc1ccc2[nH]ncc2c1)[C@@H](O)COc1ccc(Cl)cc1	-1.3	5	0.4	5
CC(C)=CCCC1(C)OC(=O)NC1(C)O (stereo not given)	1.4	2	-0.1	5
COc1ccc(CCNC(=O)C2CCN(c3nccc(C)n3)CC2)cc1	1.4	3	-0.1	-8
Cc1ccc2nc(N3CCOCC3)c(/C=C3\SC(=S)NC3=O)cc2c1	3.4	0	-0.1	3
Cc1nc2ncnn2c(NCc2ccccc2F)c1C	-0.3	31	0.6	5

Reprinted at random: 2 entries already listed.
SMILES	GPR151 ag	TEAD-YAP block	FBW7 activator	MITF inh
O=C1CS/C(=N\N=C\c2cccc(Cl)c2Cl)N1	-0.1	0	0.8	17
Oc1cc(O)cc(/C=C/c2ccc(O)c(O)c2)c1	-4.1&-3.8	13&-2	-0.2&-0.1	3&17

(listing goes on)
SMILES	GPR151 ag	TEAD-YAP block	FBW7 activator	MITF inh
Nc1cccc(-c2cc(-c3ccccc3)nc(-c3cccc(N)c3)n2)c1	-0.2	13	-0.1	-4
CN(C)CC(C(=O)c1ccccc1)c1ccccc1 (stereo not given)	0.0	3	0.1	-3
CCOC(=O)C1C(=O)NC(SCC(=O)OC)=C(C#N)C1c1ccccc1I (stereo not given)	-1.1	9	0.1	5
CC(C)(c1ccccc1)c1ccc(OCC(O)CNC2CCS(=O)(=O)C2)cc1 (stereo not given)	0.0	-3	-0.2	77*
CCOC(=O)c1c(C)c(C(=O)Nc2ccc(CC)cc2)c(C)n1C	-0.7	18	0.3	17
Nc1ccc2nc(-c3cc(Cl)c(N)c(Cl)c3)[nH]c2c1	-6.7	-47	-0.1	28
CCOc1ccc(NC(=O)/C(C#N)=C\c2cn(CC(=O)OC)c3ccccc23)cc1	-0.2	12	0.0	7
Cn1c(=O)c2c(SCc3ccccn3)nc(C3CCCC3)nc2n(C)c1=O	-0.3	-3	0.0	4
CCOc1ccccc1-n1c(=S)sc2c(=O)n(-c3ccccc3)c(=S)[nH]c21	-1.3	5	0.8	7
COc1ccc(CNC(=O)c2ccc3c(=O)n(C4CCCCC4)c(=S)[nH]c3c2)cc1	-1.0	1	0.2	5
CCCc1cc(=O)[nH]c2nnc(SCC(=O)NC3CCCCC3)n12	-1.5	15	0.2	22
CC1CCCN(Cc2nc3c(c(=O)n(C)c(=O)n3C)n2Cc2ccc(F)cc2)C1 (stereo not given)	0.7	3	0.6	15
CC(CCc1ccccc1)NC(=O)CC1COc2ccccc2O1 (stereo not given)	0.2	-4	0.4	-35
O=C(NC1CCCCC1)NC(C(F)(F)F)C(F)(F)F	-0.7	-6	0.7	11
COc1ccccc1-c1ccc(=O)n(CC(=O)Nc2ccc(Br)cc2)n1	9.6*	5	-0.1	-2
Cc1nc2ccc3nc(NC(=O)c4cc(=O)c5ccccc5o4)sc3c2s1	0.1	-2	0.1	-5
O=C(Nc1ccccc1Cl)c1ccc(F)c(S(=O)(=O)NC2CCCC2)c1	-0.4	-1	-0.1	8
Cc1ccc(NC(=O)CSc2nc3nc(C)c(Cc4cc(C)ccc4C)c(C)n3n2)cc1	0.5	0	0.3	-20
CCCNc1nc(Nc2ccccc2)nc(N(CC)CC)n1	-1.1	5	0.4	-1
O=C(CSc1nccc(-c2ccc(Br)cc2)n1)Nc1c[nH]c(=O)[nH]c1=O	-1.3	-2	0.3	-15
CCCC/C=C\c1cnc2c(NCCc3ccncc3)nccn12	1.6	4	0.1	10
COc1cccc(Oc2cc([N+](=O)[O-])cc3c2C=Cc2ccccc2O3)c1	-0.3	-4	-0.1	-6
CCN(CC)c1ccc(C=C2C(=O)NC(=S)NC2=O)c(O)c1	1.7	-17	-0.2	-2
CC(C)C(Br)C(=O)Nc1nnc(-c2ccccc2)s1 (stereo not given)	2.5	-18	-0.1	-6
CCN(CC)c1ncnc2sc3c(c12)CCC(C)C3 (stereo not given)	-0.9	-8	-0.1	-16
COc1cc(CN2CCN(S(=O)(=O)c3ccccc3[N+](=O)[O-])CC2)ccc1OCc1ccccc1	0.9	-5	-0.1	37
CC1=C(C(=O)OC2CCCC2)C(c2cc3c(cc2[N+](=O)[O-])OCO3)C2=C(CC(C)(C)CC2=O)N1 (stereo not given)	1.4	-3	-0.1	17
CC(C)(C)NC(=O)CSc1nc2cc(S(=O)(=O)N3CCCCC3)ccc2o1	-1.6	3	0.4	7
COc1cc(CN2CCC(Oc3cc(C(=O)NC4CC4)ccc3OC)CC2)cc(OC)c1	0.5	-5	0.0	22
COC(=O)C1=C(N)N(c2cccc(Cl)c2C)C2=C(C(=O)CC(C)(C)C2)C1c1ccc(Br)cc1 (stereo not given)	0.4	-15	0.3	-1
N=c1oc2ccc([N+](=O)[O-])cc2cc1C(=O)Nc1ccc(Br)cc1	0.5	-11	0.8	12
Cc1ccc(CN(Cc2ccccn2)C(=S)Nc2ccc(Cl)cc2)cc1	-0.5	-4	0.0	2
O=c1c(-c2ccccc2)c(N2CCN(c3cccc(Cl)c3)CC2)c1=O	0.4	1	-0.1	-10
COc1ccc(CCNc2nc3c(c(=O)n(C)c(=O)n3C)n2Cc2ccc(Cl)c(Cl)c2)cc1OC	-1.5	2	0.0	10
CCCCC[C@H](O)/C=C/[C@@H]1[C@@H](CCCCCCC(=O)O)[C@H](O)C[C@@H]1O	0.5	·	·	-1
O=C(CSc1nc2ccsc2c(=O)n1-c1ccc(F)cc1)c1ccc(O)c(O)c1	-0.3	7	-0.6	18

Structural class: those above with fluorine
SMILES	GPR151 ag	TEAD-YAP block	FBW7 activator	MITF inh
CCOC(=O)c1sc(NC(=O)CSc2nnc(CNC(=O)c3ccc(C)c(C)c3)n2-c2ccc(F)cc2)c(C(=O)OCC)c1C	3.6	-4	0.1	-6
COc1ccc(NC(=O)C2C3NC(=S)N(c4ccc(F)cc4)C2(C)Oc2ccc(Cl)cc23)cc1 (stereo not given)	-0.5	-2	-0.2	3
Cc1cc(C(=O)CSc2nnc(Nc3ccccc3F)s2)c(C)n1C	-0.8	-11	0.0	3
CC12CCC(C/C1=N/NC(=O)c1ccccc1OCC(=O)Nc1ccccc1F)C2(C)C (stereo not given)	-0.9	-11	-0.1	-5
Fc1ccc(-c2n[nH]c(=S)n2Cc2ccco2)cc1	-0.2	13	-0.1	-8
Cc1nc2ncnn2c(NCc2ccccc2F)c1C	-0.3	31	0.6	5
CC1CCCN(Cc2nc3c(c(=O)n(C)c(=O)n3C)n2Cc2ccc(F)cc2)C1 (stereo not given)	0.7	3	0.6	15
O=C(NC1CCCCC1)NC(C(F)(F)F)C(F)(F)F	-0.7	-6	0.7	11
O=C(Nc1ccccc1Cl)c1ccc(F)c(S(=O)(=O)NC2CCCC2)c1	-0.4	-1	-0.1	8
O=C(CSc1nc2ccsc2c(=O)n1-c1ccc(F)cc1)c1ccc(O)c(O)c1	-0.3	7	-0.6	18

Screens: PubChem, The Scripps Research Institute Molecular Screening Center
